BioA inh: M. tuberculosis BioA enzyme inhibitors, primary screen, biochemical, plate reader, single point, HTS. 7,8-diaminopelargonic acid synthase BioA (Mycobacterium tuberculosis). inhibition, % at 9.99 µM. 0.096% of 360,000 active. AID 602481, 2012. purified M. tuberculosis BioA enzyme; in the data active = inhibition above about 40%
The depositor's hits bear a star. A portion of the library. The share of hits here may be higher or lower than overall.

SMILES	BioA inh
CS(=O)(=O)Nc1ccc2c(c1)[C@@H]1C[C@H](CC(=O)N3CCc4ccccc4C3)O[C@@H](CO)[C@@H]1O2	3.2
O=C(NC1CCC1)[C@@H]1[C@@H](CO)[C@@H]2Cn3c(ccc(/C=C/c4ccccc4)c3=O)[C@@H]2N1Cc1ccncc1	0.0
CO[C@H]1CN(C)C(=O)c2ccc(NC(=O)NC(C)C)cc2OC[C@@H](C)N(C(=O)CC2CC2)C[C@@H]1C	-0.6
C[C@H]1CN([C@@H](C)CO)C(=O)c2cccc(NS(=O)(=O)c3ccc(Cl)cc3)c2O[C@H]1CN(C)S(=O)(=O)c1cn(C)cn1	-1.8
C[C@@H]1CN([C@H](C)CO)C(=O)Cc2cc(NC(=O)Cc3cn(C)c4ccccc34)ccc2O[C@H]1CN(C)Cc1ccc(C(=O)Nc2ccccc2N)cc1	0.7
COc1cccc(NC(=O)N(C)C[C@@H]2Oc3ncc(C4=CCCCC4)cc3C(=O)N([C@H](C)CO)C[C@@H]2C)c1	-0.7
C[C@H]1CN([C@@H](C)CO)C(=O)c2cccc(NS(=O)(=O)c3ccc(Cl)cc3)c2O[C@H]1CN(C)Cc1ccncc1	-0.6
CCCN(C)C[C@H]1OCCCC[C@@H](C)Oc2ccc(NS(=O)(=O)c3ccc(F)cc3)cc2C(=O)N([C@@H](C)CO)C[C@@H]1C	-0.7
C[C@@H]1CN([C@H](C)CO)C(=O)c2cc(NC(=O)CCCN(C)C)ccc2O[C@H]1CN(C)C(=O)Nc1ccccc1	0.4
C[C@H](CO)N1C[C@H](C)[C@@H](CN(C)C(=O)C2CC2)OCc2cn(nn2)CCCC1=O	-1.6
CN1C(=O)c2cc(NC(=O)c3ccc(F)c(F)c3)ccc2OC[C@@H]2O[C@H](CC(=O)N[C@H]3CCN(Cc4ccccc4)C3)CC[C@H]21	6.8
C[C@H]1CN([C@@H](C)CO)C(=O)Cc2cc(NS(C)(=O)=O)ccc2O[C@@H]1CN(C)C(=O)Nc1ccccc1	-2.2
CC(C)NC(=O)N1[C@@H]2c3ccc(-c4ccc(F)cc4)c(=O)n3C[C@@H]2[C@@H](CO)[C@@H]1C(=O)N1CCOCC1	-0.5
Cc1noc(C)c1NC(=O)N[C@H]1C=C[C@H](CC(=O)Nc2ccc(-c3ccccc3)cc2)O[C@@H]1CO	0.7
C[C@@H]1CCCCO[C@H](CN(C)C(=O)Cc2ccccc2)[C@H](C)CN([C@@H](C)CO)C(=O)c2cc(NS(=O)(=O)c3ccccc3)ccc2O1	-1.3

6 records picked at random from the list so far:
SMILES	BioA inh
CCCN(C)C[C@H]1OCCCC[C@@H](C)Oc2ccc(NS(=O)(=O)c3ccc(F)cc3)cc2C(=O)N([C@@H](C)CO)C[C@@H]1C	-0.7
O=C(NC1CCC1)[C@@H]1[C@@H](CO)[C@@H]2Cn3c(ccc(/C=C/c4ccccc4)c3=O)[C@@H]2N1Cc1ccncc1	0.0
C[C@H](CO)N1C[C@H](C)[C@@H](CN(C)C(=O)C2CC2)OCc2cn(nn2)CCCC1=O	-1.6
CS(=O)(=O)Nc1ccc2c(c1)[C@@H]1C[C@H](CC(=O)N3CCc4ccccc4C3)O[C@@H](CO)[C@@H]1O2	3.2
C[C@@H]1CN([C@H](C)CO)C(=O)Cc2cc(NC(=O)Cc3cn(C)c4ccccc34)ccc2O[C@H]1CN(C)Cc1ccc(C(=O)Nc2ccccc2N)cc1	0.7
Cc1noc(C)c1NC(=O)N[C@H]1C=C[C@H](CC(=O)Nc2ccc(-c3ccccc3)cc2)O[C@@H]1CO	0.7

Other structures:
SMILES	BioA inh
OC[C@H]1[C@H](c2ccc(-c3ccc(F)cc3)cc2)[C@H]2CN(Cc3cccnc3)CCCCN21	3.2
COc1ccc(S(=O)(=O)N(C)C[C@H]2Oc3c(cccc3N(C)C)C(=O)N([C@@H](C)CO)C[C@@H]2C)cc1	-0.2
CC(=O)N(C)C[C@@H]1Oc2cc(C#C[C@H](C)O)ccc2S(=O)(=O)N([C@@H](C)CO)C[C@H]1C	0.4
CNC[C@@H]1Oc2c(NS(=O)(=O)c3ccc(Cl)cc3)cccc2C(=O)N([C@H](C)CO)C[C@H]1C	-4.5
CC(C)c1cn(CC[C@H]2CC[C@@H](NS(=O)(=O)c3ccccc3)[C@@H](CO)O2)nn1	-2.3
Cc1ccccc1-c1ccc2c(c1)O[C@@H](CN(C)C(=O)Nc1ccccc1)[C@@H](C)CN([C@@H](C)CO)S2(=O)=O	-1.4
COc1ccc(NC(=O)Nc2ccc3c(c2)[C@H]2C[C@H](CC(=O)NCc4ccccc4F)O[C@H](CO)[C@H]2O3)cc1	1.6
O=C(c1ccc(F)cc1)N1CCCCN2[C@H](C1)[C@@H](c1ccc(C#CC3(O)CCCC3)cc1)[C@@H]2CO	-2.8
COc1ccc(S(=O)(=O)N(C)C[C@@H]2Oc3c(NC(=O)c4cc(C)nn4C)cccc3C(=O)N([C@H](C)CO)C[C@H]2C)cc1	-0.3
CC(C)NC(=O)N(C)C[C@@H]1Oc2ccc(NC(=O)NC3CCCCC3)cc2CC(=O)N([C@H](C)CO)C[C@@H]1C	-1.7
Cc1ccc(S(=O)(=O)Nc2ccc3c(c2)C(=O)N([C@H](C)CO)C[C@H](C)[C@@H](CN(C)Cc2ccc(C(F)(F)F)cc2)OCCCC[C@@H](C)O3)cc1	-0.4
COc1cccc(C#Cc2cnc3c(c2)C(=O)N([C@H](C)CO)C[C@@H](C)[C@H](CN(C)C(=O)C2CC2)O3)c1	0.4
O=C(C[C@@H]1CC[C@@H]2[C@H](COC[C@@H](O)CN2C(=O)c2ccccc2F)O1)NCc1ccc(Cl)cc1	-0.6
COc1ccc(NC(=O)Nc2ccc3c(c2)CC(=O)N([C@@H](C)CO)C[C@H](C)[C@@H](CN(C)S(=O)(=O)c2ccc(OC)cc2)O3)cc1	-4.4
CNC[C@@H]1OCCCC[C@@H](C)Oc2ccc(NC(=O)Nc3ccc(C(F)(F)F)cc3)cc2C(=O)N([C@@H](C)CO)C[C@@H]1C	2.7
O=C(CN1CCOCC1)N1CCCCN2[C@H](CO)[C@@H](c3ccc(-c4ccccc4)cc3)[C@@H]2C1	-0.3
C[C@@H]1CN([C@@H](C)CO)C(=O)c2cc(C3=CCCC3)cnc2O[C@@H]1CN(C)Cc1ccccc1F	0.0
CCCC#Cc1ccc2c(c1)O[C@@H](CN(C)C(=O)c1ccccn1)[C@H](C)CN([C@@H](C)CO)S2(=O)=O	2.0
CCC(=O)N1CCCCN2[C@@H](CO)[C@@H](c3ccc(-c4cccnc4)cc3)[C@@H]2C1	1.1
Cc1noc(C)c1NC(=O)N(C)C[C@H]1Oc2c(NC(=O)Nc3cccc4ccccc34)cccc2C(=O)N([C@H](C)CO)C[C@@H]1C	1.4
C[C@H]1CN([C@@H](C)CO)C(=O)c2cc(NS(=O)(=O)c3ccc(F)cc3)ccc2O[C@@H]1CN(C)Cc1ccc(-c2ccccc2)cc1	0.1
O=C(C[C@H]1CC[C@H]2[C@@H](COC[C@@H](O)CN2Cc2cc(F)cc(F)c2)O1)NCc1cccc(F)c1	-1.6
CCCN1[C@@H]2c3ccc(-c4cncnc4)c(=O)n3C[C@@H]2[C@@H](CO)[C@@H]1C(=O)OC	-0.5
O=C(C[C@@H]1C[C@@H]2c3cc(NS(=O)(=O)c4ccc(F)cc4)ccc3O[C@@H]2[C@@H](CO)O1)NCc1ccccc1F	-1.6
COc1ccc(NC(=O)N(C)C[C@H]2Oc3ncc(C#CCN(C)C)cc3C(=O)N([C@H](C)CO)C[C@H]2C)cc1	-2.0
CCCN1[C@H](C(=O)OC)[C@@H](CO)[C@@H]2Cn3c(ccc(-c4ccccc4)c3=O)[C@@H]21	0.8
CO[C@@H]1CN(C)C(=O)c2ccc(NC(=O)Nc3c(C)noc3C)cc2OC[C@@H](C)N(CCC(F)(F)F)C[C@H]1C	0.0
CO[C@H]1CN(C)C(=O)c2cc(NC(=O)NC3CCCCC3)ccc2OC[C@H](C)N(C)C[C@@H]1C	-1.3
CCCC(=O)Nc1ccc2c(c1)OC[C@H](C)N(Cc1ccc(F)cc1)C[C@H](C)[C@@H](OC)CN(C)C2=O	-1.3
C[C@H](O)C#Cc1ccc2c(c1)O[C@@H](CN(C)Cc1cncnc1)[C@H](C)CN([C@H](C)CO)S2(=O)=O	-0.7
CO[C@@H]1CC[C@H]2CCN(C)C(=O)C[C@@H](c3ccccc3)CN(C)C(=O)c3cc(C#N)ccc3OC[C@H]1O2	0.5
CO[C@H]1CN(C)C(=O)c2cc(NC(=O)C3CCCCC3)ccc2OC[C@H](C)N(Cc2cccnc2)C[C@H]1C	1.4
CC=Cc1ccc2n(c1=O)C[C@@H]1[C@@H](CO)[C@H](C(=O)NCCc3ccccc3)N(CCC)[C@H]21 (mixture of isomers)	-3.0
CC(C)NC(=O)N(C)C[C@@H]1Oc2c(NC(=O)Nc3ccc4c(c3)OCO4)cccc2C(=O)N([C@@H](C)CO)C[C@H]1C	1.5
COc1ccccc1-c1ccc([C@H]2[C@H]3CN(C(=O)c4cccnc4)CCCCN3[C@H]2CO)cc1	-9.1
C/C=C/c1ccc2c(c1)O[C@@H](CN(C)Cc1cccc(F)c1)[C@@H](C)CN([C@H](C)CO)S2(=O)=O	1.7
O=C(Nc1ccc(C(F)(F)F)cc1)N[C@H]1CC[C@@H](CCn2cc(C3(O)CCCC3)nn2)O[C@H]1CO	-1.0
CCNC(=O)Nc1ccc2c(c1)C(=O)N(C)[C@@H]1CC[C@H](CC(=O)NCCN3CCCC3)O[C@@H]1CO2	-3.0
C[C@@H]1CN([C@@H](C)CO)C(=O)c2cc(C3=CCCC3)cnc2O[C@@H]1CN(C)C(=O)Nc1ccccc1	0.2
C[C@H]1CN([C@@H](C)CO)C(=O)c2cc(C#Cc3ccccc3)cnc2O[C@@H]1CN(C)C(=O)c1ccccc1F	-3.3
CCC(=O)N[C@@H]1CC[C@@H](CC(=O)NCc2ccccc2F)O[C@@H]1CO	-0.7
C[C@H](CO)N1C[C@H](C)[C@H](CN(C)S(=O)(=O)c2cn(C)cn2)Oc2ncc(C#CC(C)(C)O)cc2C1=O	0.2
CCCNC(=O)N1[C@H](CNC(=O)c2ccc(F)cc2)[C@@H](c2ccccc2)[C@@H]1CO	1.4
C[C@H](CO)N1C[C@H](C)[C@@H](CN(C)Cc2cccnc2)Oc2cc(-c3cncnc3)ccc2S1(=O)=O	1.0
NC(=O)NCC#Cc1ccc2c(c1)[C@]1(C(=O)N2)[C@H](C(=O)O)[C@H]2C(=O)O[C@H](c3ccccc3)[C@H](c3ccccc3)N2[C@@H]1c1ccccc1OCCO	2.3
CCNC(=O)c1cc2c(c(-c3cccc(-c4cccc(OC)c4)c3)n1)[C@@H](CCO)N([S@](=O)C(C)(C)C)C2	6.8
C[C@@H]1CCCCO[C@@H](CN(C)Cc2ccc3c(c2)OCO3)[C@@H](C)CN([C@@H](C)CO)C(=O)c2cc(NS(=O)(=O)c3ccc(F)cc3)ccc2O1	7.3
C[C@@H]1CCCCO[C@H](CN(C)S(=O)(=O)c2ccc(F)cc2)[C@H](C)CN([C@@H](C)CO)C(=O)c2cc(NC(=O)NC3CCCCC3)ccc2O1	-0.8
CC(C)NC(=O)Nc1cccc2c1O[C@H](CN(C)C(=O)Nc1ccccc1)[C@H](C)CN([C@H](C)CO)C2=O	0.5
C[C@H](CO)N1C[C@H](C)[C@H](CN(C)C(=O)c2ccccc2)OCCCC[C@H](C)Oc2ccc(NC(=O)c3ccncc3)cc2C1=O	1.9
C[C@H](CO)N1C[C@H](C)[C@H](CN(C)S(=O)(=O)c2ccccc2)OCCCC[C@H](C)Oc2ccc(NS(=O)(=O)c3ccccc3)cc2C1=O	-1.4
CC(C)NC(=O)N(C)C[C@H]1OCCCC[C@@H](C)Oc2ccc(NC(=O)Nc3ccc(C(F)(F)F)cc3)cc2C(=O)N([C@H](C)CO)C[C@@H]1C	-1.0
CN(C)C(=O)C[C@H]1CC[C@H](NC(=O)C2CCOCC2)[C@@H](CO)O1	-2.7
COc1cccc(CNC(=O)c2cc3c(c(-c4cccc(-c5ccc(C#N)cc5)c4)n2)[C@@H](CCO)N([S@](=O)C(C)(C)C)C3)c1	-2.2
O=C(C[C@@H]1CC[C@H](NC(=O)Nc2ccc(F)cc2)[C@H](CO)O1)NCCN1CCCC1	-1.0
C[C@@H]1CN([C@@H](C)CO)C(=O)c2cccc(NS(C)(=O)=O)c2O[C@@H]1CN(C)C(=O)Nc1ccc(F)cc1	-2.2
C[C@H]1CN([C@@H](C)CO)C(=O)Cc2cc(NS(C)(=O)=O)ccc2O[C@H]1CN(C)Cc1ccc(Cl)c(Cl)c1	3.9
COc1ccccc1NC(=O)N1C[C@H]2[C@@H](c3ccccc31)[C@@H](CO)N2C(=O)C1CC1	-2.6
O=C(CCN1CCCCC1)N[C@@H]1CC[C@H](CCNS(=O)(=O)c2ccccc2)O[C@H]1CO	0.1
C[C@@H]1CN([C@@H](C)CO)S(=O)(=O)c2ccc(C#Cc3ccncc3)cc2O[C@@H]1CN(C)C(=O)Nc1ccc2c(c1)OCO2	-0.4

Individual results from the entries so far:
Value for Cc1ccccc1-c1ccc2c(c1)O[C@@H](CN(C)C(=O)Nc1ccccc1)[C@@H](C)CN([C@@H](C)CO)S2(=O)=O under BioA inh: -1.4
Value for C[C@@H]1CCCCO[C@H](CN(C)S(=O)(=O)c2ccc(F)cc2)[C@H](C)CN([C@@H](C)CO)C(=O)c2cc(NC(=O)NC3CCCCC3)ccc2O1 under BioA inh: -0.8

Next section.
SMILES	BioA inh
CC(=O)OCO/N=[N+](\[O-])N1CCCC1	-0.3
CO[C@@H](CN(C)C(=O)c1cnccn1)[C@@H](C)CN([C@@H](C)CO)S(=O)(=O)c1ccc(C)cc1	-0.2
C[C@H](CO)N1C[C@H](C)[C@@H](CN(C)C(=O)Nc2ccc(F)cc2)OCCCC[C@H](C)Oc2ccc(NS(=O)(=O)c3cccs3)cc2C1=O	-2.4
O=C(N[C@H]1C=C[C@@H](CC(=O)N2CCC(Cc3ccccc3)CC2)O[C@@H]1CO)c1cnccn1	-0.6

Assay outcomes: PubChem, Broad Institute
